# High-throughput results (PubChem BioAssay)
# D3 antag – antagonists of human D3 dopamine receptor | P35462 | D3R cells, DiscoveRx beta-arrestin luminescence, antagonist mode; hits give low values | max response, negative = inhibition, % | 360,000 compounds, 2.5% hits | AID 652054; in the data active means max response below about -50%; inconclusive means no clear call, values can overlap the other calls; further: on the % scale 0 is the no-effect control and ±100 the full control effect; mostly tested at two doses, the higher about 12 µM
#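 Cells plated overnight at 1500 cells/well, then exposed to library compounds with dopamine controls for 90 minutes at 37 degrees C. DiscoveRx reagent added for 30–60 minutes at room temperature; luminescence read, quantitative HTS format.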
# Abeta yeast res – restores growth of yeast expressing A-beta42 peptide; yeast expressing A-beta42, growth rescue, OD600, 48 h; response scale: 0% DMSO, 100% iron-clioquinol control; Potency, µM (highest dose often 46.1 µM), for inactives: top-dose growth rescue, actives largely listed as activators; 410,000 compounds, 0.063% hits; AID 1347071; further: potency means the concentration at half of the fitted maximal effect; nearly all actives have a fitted effect of over 55% in size
#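 Yeast A-beta toxicity model in growth medium with pinned compounds, 48 h at 30 C; growth read as absorbance at 600 nm. Normalized to FeCl3/clioquinol equimolar mix (positive) and DMSO (negative).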
# pAkt inh – inhibitors of Akt phosphorylation. 360,000 compounds, 0.32% hits. Neuro2A IGF-stimulated pAkt S473 HTRF, 20 min; hits give low values. activity change, % for hits at 50 µM. AID 651550; in the data active means activity change below about -80%; inconclusive means mostly about -51% to -80%; further: on the % scale 0 is the no-effect control and ±100 the full control effect
#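 Single-point screen (50 µM final compound) in Neuro2A cells stimulated 20 min with 6 nM IGF at 37 deg C. After lysis, Ser473-phosphorylated Akt read by HTRF (ex 330 nm, em 615/665 nm) as the 665/615 ratio.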
# PTHR1 ag – activates the human parathyroid hormone receptor PTHR1. HEK293 GP2 PTHR1 cells, GloSensor cAMP luminescence, 1 h. Potency, µM (doses to about 115 µM), for inactives: top-dose activation, usual class: activators. Q03431. AID 743266. 410,000 compounds, 0.075% hits; further: potency means the concentration at half of the fitted maximal effect; nearly all actives have a fitted effect of over 55% in size; some results filed as inactive show a strong effect at the top dose; inactives centre near -15; many of its hits are not listed in these tables
# Target sequence (Q03431 whole entry, looked up): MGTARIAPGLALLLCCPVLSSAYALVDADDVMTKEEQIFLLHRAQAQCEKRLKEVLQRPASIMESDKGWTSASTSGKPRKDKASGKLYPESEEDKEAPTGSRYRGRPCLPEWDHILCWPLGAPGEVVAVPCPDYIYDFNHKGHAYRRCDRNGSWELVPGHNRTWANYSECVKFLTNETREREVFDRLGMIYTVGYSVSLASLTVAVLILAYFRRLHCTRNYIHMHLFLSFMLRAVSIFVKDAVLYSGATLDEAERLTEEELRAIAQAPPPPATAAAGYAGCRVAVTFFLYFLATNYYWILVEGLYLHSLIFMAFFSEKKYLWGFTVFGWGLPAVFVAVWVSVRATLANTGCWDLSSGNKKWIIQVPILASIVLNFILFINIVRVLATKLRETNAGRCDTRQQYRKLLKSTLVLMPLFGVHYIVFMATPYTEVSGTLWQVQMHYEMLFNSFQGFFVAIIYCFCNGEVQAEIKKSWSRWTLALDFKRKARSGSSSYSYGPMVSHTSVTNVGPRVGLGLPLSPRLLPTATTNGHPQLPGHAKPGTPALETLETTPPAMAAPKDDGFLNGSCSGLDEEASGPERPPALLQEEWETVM
#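 HEK-293-derived GP2 cells expressing PTHR1 and a GloSensor cAMP reporter, 3,000/well, plated overnight, given luciferin plus IBMX (each 0.5 mM as added) for 1 h at 37 °C, then compound for 1 h at 37 °C. Luminescence was read after 15 min at room temperature.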
# TDP43 rescue – inhibitors of TDP-43 toxicity in yeast | TDP-43 expressing yeast growth rescue, BacTiter-Glo, 24 h | Potency, µM (highest dose often 46.1 µM), for the others: at the top dose growth rescue (activation), usual class: activators | 410,000 compounds, 1.8% hits; further: potency means the concentration at half of the fitted maximal effect; % of control where 0% means no effect; nearly all actives have a fitted effect of over 50% in size
#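 Growth rescue of TDP-43-toxic yeast measured as ATP luminescence (BacTiter-Glo). Cells grown to mid-log in raffinose, induced in galactose at OD600=0.02, exposed to compound 24 hr at 30 deg C.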
# aSyn rescue – alpha-synuclein toxicity inhibition in yeast. Yeast expressing alpha-synuclein, growth rescue, BacTiter-Glo, 24 h. Potency, µM (top dose mostly 46.1 µM), inactives show at the highest dose growth rescue (activation), hits mostly activators. 370,000 compounds, 0.14% hits. AID 652106; further: potency means the concentration at half of the fitted maximal effect; % of control where 0% means no effect; nearly all actives have a fitted effect of over 65% in size
#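 Screening used galactose-induced yeast with toxic alpha-synuclein levels, exposed to compound for 24 hr at 30 deg C. Cell growth, read with BacTiter-Glo luminescence, gave the measured signal.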
# GLP1R inv ag – inverse agonists of human GLP-1 receptor | HEK293 GLP-1R CRE-luciferase, luminescence, 24 h; GLP-1R form is constitutively active | 410,000 compounds, 1.6% hits | P43220 | Potency, µM (titrated, usually from 38.3 µM), for inactives: top-dose activity change, negative = inhibition, usual class: inhibitors | AID 624417; further: potency means the concentration at half of the fitted maximal effect; on the % scale 0 is the no-effect control and ±100 the full control effect; nearly all actives have a fitted effect of over 55% in size
# Target sequence (P43220 whole entry, looked up): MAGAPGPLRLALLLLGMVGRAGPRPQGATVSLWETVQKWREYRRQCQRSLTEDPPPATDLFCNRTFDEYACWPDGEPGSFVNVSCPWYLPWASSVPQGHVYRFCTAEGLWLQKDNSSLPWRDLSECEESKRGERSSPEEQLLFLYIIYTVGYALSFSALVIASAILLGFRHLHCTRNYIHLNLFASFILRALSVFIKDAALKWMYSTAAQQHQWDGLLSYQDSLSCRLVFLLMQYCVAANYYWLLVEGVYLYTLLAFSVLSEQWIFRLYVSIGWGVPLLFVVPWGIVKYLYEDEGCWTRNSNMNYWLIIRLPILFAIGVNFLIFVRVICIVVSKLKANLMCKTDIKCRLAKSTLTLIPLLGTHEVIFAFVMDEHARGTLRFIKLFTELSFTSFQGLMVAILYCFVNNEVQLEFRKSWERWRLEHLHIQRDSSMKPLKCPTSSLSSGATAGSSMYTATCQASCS
#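 HEK293 cells stably co-expressing a cAMP-responsive luciferase reporter and constitutively active GLP-1R were seeded, incubated 12 h, then exposed to compounds for 24 h at 37 C. Luminescence was read 12 min after detection reagent; inverse agonists lower signal.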
# FUS suppressor – rescues growth of FUS-expressing yeast; S. cerevisiae FUS-expressing, growth rescue, OD600, 24 h; Potency, µM (doses to about 76.6 µM), for the others: top-dose growth rescue (activation), usual class: activators; 390,000 compounds, 0.24% hits;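 further: potency means the concentration at half of the fitted maximal effect; plate controls were DMSO vehicle for no effect and reference control for full effect; nearly all actives have a fitted effect of over 55% in size; some results filed as inactive show a strong effect at the top dose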
#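 Yeast FUS proteinopathy model; galactose-induced FUS (2%), starting OD 0.005. Cpds in dilution series, 24hr, 30C, 99% humidity. Abs 600 nm growth. Pos ctrl CP55940 (top 92uM final); neg ctrl DMSO.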
# GLP1R ag – GLP-1 receptor (human) agonism | P43220 | HEK293 GLP-1R CRE-luciferase, luminescence, 4-6 h; cells express a hypersensitive GLP-1R form | Potency, µM (doses to about 45.6 µM), inactives show at the top dose activation, most hits filed as activators | 380,000 compounds, 0.007% hits; further: potency means the concentration at half of the fitted maximal effect; % of control where 0% means no effect
# * marks the source's active call; other numbers are inactive results; i = inactive; ? = inconclusive; nt = not tested or not shown; [ ] = another dose, or the depositor's remark. Unless noted, the call rests on the fitted dose curve; in most records, active means well fitted curve in the direction sought with a large enough effect; inconclusive means small, poorly fitted or top-dose-only effect, or another doubt; inactive means no such curve, though single readings can be large; an effect the other way counts as inactive or inconclusive. This is a subset; count on the stated rates, not on these rows.
SMILES,D3 antag,Abeta yeast res,pAkt inh,PTHR1 ag,TDP43 rescue,aSyn rescue,GLP1R inv ag,FUS suppressor,GLP1R ag
COC(=O)c1cc2oc3ccccc3c2n1Cc1ccc(C)cc1,nt,-13%,nt,i,8%,nt,13%,-21%,nt
CC(C)N(C(=O)C[n+]1ccc(/C=N/O)cc1)C(C)C,2,4%,i,12%,19%,-2%,9%,-11%,-6%
CCNC(=S)N1CCN(CCN2C(=O)c3cccc4cccc(c34)C2=O)CC1,13,12%,i,-8%,12%,5%,-8%,4%,7%
C/C(=N\NC(=O)c1ccoc1C)c1ccc(Cl)s1,2,-8%,i,-10%,28%,2%,18%,-3%,5%
COc1cccc(C(=O)NC2CCCc3ccccc32)c1OC (configuration not stated),6,-1%,i,-10%,?,1%,?,10%,6%
Cc1ccc(S(=O)(=O)N2CCOC23CCN(C(=O)C(=O)NCc2ccccc2)CC3)cc1,3,9%,i,-5%,13%,13%,17%,16%,13%
CC(C)CC(c1nnnn1C1CCCCC1)N1CCN(C(=O)c2ccco2)CC1 (configuration not stated),14,-15%,i,-22%,1%,0%,11%,42%,8%
Cc1ccc(C(=O)N/N=C\c2ccc(-c3ccc(Cl)cc3)o2)cn1,51,?,i,-40%[inhibitor],0%,3%,?,2%,-1%
COc1cc(OC)cc(C(=O)NCC(=O)OCC(=O)N2c3ccccc3NC(=O)C2(C)C)c1,-15,-15%,i,-3%,-15%,-7%,-8%,6%,2%
CC(=O)N1CCc2c(sc(NC(=O)C3CCCN3S(=O)(=O)c3cccs3)c2C#N)C1 (configuration not stated),9,8%,i,-12%,3%,8%,39%[activator],-14%,8%
Fc1ccc(CSc2ccc(-c3cccs3)nn2)cc1,39,-5%,i,i,21%,4%,8%,nt,1%
CCOc1ccc(N2CC(C(=O)Nc3cc(Cl)ccc3-n3cncn3)CC2=O)cc1 (configuration not stated),-17,9%,i,-9%,10%,-3%,-13%,28%,1%
Cc1ccc(N2CCN(C(=O)c3cnn(-c4ccc(F)cc4F)c3C3CCN(C(=O)OC(C)(C)C)CC3)CC2)c(C)c1,nt,-8%,nt,25%,6%,nt,0%,?,nt
OC(CN(Cc1ccccc1)Cc1ccccc1)c1ccccc1 (configuration not stated),-25,-2%,i,i,-21%,-10%,?,19%,0%
O=C(O)CCC(=O)Nc1cccc(-c2csc(-c3ccccc3)n2)c1,0,10%,i,i,-15%[0.397 µM],-6%,-6%,14%,3%
COc1cccc(CN(C)S(=O)(=O)c2ccccc2Br)c1,-6,8%,i,-5%,24%,5%,?,-6%,10%
CC(C)(C)N1C(=O)c2ccccc2NC(=O)N1Cc1ccccc1,-1,12%,i,i,-1%,2%,9%,6%,-8%
COc1ccccc1C(=O)COC(=O)c1ccc(-n2cnnn2)cc1,-4,2%,i,-2%,9%,0%,53%[activator],6%,0%
COc1ccc(CCNC(=O)c2ccc(NC(=O)CC3SC(N4CCCC4)=NC3=O)cc2)cc1 (configuration not stated),8,13%,i,i,12%,0%,16%,13%,-1%
O=C(NCc1ccc(Cl)cc1)c1cnc(N2CCCCC2)c2ccccc12,nt,20%,nt,-48%[inhibitor],9%,nt,?,25%,nt
COc1ccccc1NS(=O)(=O)c1cccc(C(=O)NCC2(N(C)C)CCCCC2)c1,-26,22%,i,i,19%,-3%,?,8%,-11%
O=C(COC(=O)c1cc(Br)ccc1O)c1ccc(F)cc1,6,23%,i,-5%,25%,-14%,-7%,-21%,-3%
COc1cc(-c2nnc(-c3ccc(N4CCOCC4)cc3)o2)cc(OC)c1OC,24,6%,i,-13%[57.5 µM],-17%,0%,27%,26%,5%
NC(=NCCc1ccccc1)NS(=O)(=O)c1ccccc1,-12,10%,i,i,-13%,-1%,12%,-4%,7%
Cc1cc(C)cc(NC(=O)CCc2c(C)nc3c(c2C)c(=O)n(C)c(=O)n3C)c1,nt,-6%,nt,-26%,1%,nt,3%,-10%,-2%
Cc1ccc(NC(=O)Cn2cc(S(=O)(=O)N3CCCC3)c(S(=O)(=O)N3CCCC3)c2)cc1F,nt,-15%,nt,i,16%,nt,-9%,11%,nt
Cc1ccc(NC(=S)N2CCCC(c3nc4ccc(C)cc4[nH]3)C2)c(C)c1 (configuration not stated),-15,31%,i,-5%[57.5 µM],2%,5%,?,-4%,2%
CCCN(C)C1CN(Cc2cn(CCCOC)nn2)S(=O)(=O)C1 (configuration not stated),-8,4%,i,-13%,28%,-6%,21%,-20%,-1%
O=C(CCc1ccccc1)NNC(=O)CCc1ccccc1,0,-14%,i,i,10%,5%,10%,16%,-6%
CCOC(=O)c1c(C)[nH]c(C)c1C=O,-4,6%,i,-24%,-10%,0%,16%[7.66 µM],0%,1%
Cc1ccccc1CN1C(=O)[C@H]2Cc3c([nH]c4ccccc34)C(C)(C)N2C1=O,nt,10%,nt,-95%[inhibitor],nt,nt,nt,10%,3%
Cc1cccc(C(=O)N(Cc2nc(-c3ccc(Cl)cc3)no2)C(C)C)c1,nt,-24%,nt,-72%[inhibitor],-11%[9.22 µM],nt,?,38%,nt
Cc1ccc(S(=O)(=O)Cn2nnnc2C(c2ccc(F)cc2)N2CCCCC2)cc1 (configuration not stated),-5,12%,nt,i,-13%,4%,-15%,13%,-5%
O=C(CCS(=O)(=O)c1cccc2nonc12)NCc1ccc(Cl)cc1,8,4%,i,i,12%[9.22 µM],1%,4%,3%,5%
COC(=O)c1ccc(NCCc2csc(-c3ccc(C)cc3)n2)c([N+](=O)[O-])c1,8,-5%,nt,i,-14%,nt,0%,-16%,3%
Cc1cc(N/C=C\c2nnnn2-c2ccc(F)cc2)no1,5,-10%,i,i,2%,6%,-20%,?,2%
Fc1ccc2[nH]c(-c3cccs3)cc2c1,nt,?,nt,-11%,20µM*,nt,-9%,3%,nt
COc1ccc(CNC(=O)CN2C(=O)C3C4C=CC(C4)C3C2=O)cc1 (configuration not stated),2,11%,i,-14%,5%,7%,5%,-5%,8%
CCc1nnc(NS(=O)(=O)c2ccc(NC(=S)Nc3ccc(F)cc3)cc2)s1,-5,5%,i,i,-8%,-6%,2%,nt,0%
CCCNC(=O)CSc1nnc(NC(=O)C2CC(=O)N(c3ccccc3OC)C2)s1 (configuration not stated),10,6%,i,-17%,27%,5%,8%,16%,-3%
COCc1nc2ccccc2n1Cc1ccccc1Br,33,-1%,i,-8%[57.5 µM],20µM*,4%,?,5%,19%
CC(C)c1ccccc1NC(=O)CN1C(=O)c2cccc3cccc1c23,nt,10%,nt,-27%,25%,nt,-20%,-3%,-2%
COc1cccc(OC)c1C(=O)NC(=S)N1CCCCC1c1cccnc1 (configuration not stated),-3,6%,i,-34%,26%,-8%,9%,-7%,0%
CN(C)CCCNC(=O)CC1C[C@H](C(=O)N2CCCCC2)[C@@]2(CCc3ccccc3)c3[nH]c4ccccc4c3CCN2C1=O (some centres not stated),-8,5%,i,i,21%,-9%,7%,0%,-2%
Cc1coc2cc3oc(=O)c(CCC(=O)N[C@@H](CCCNC(N)=O)C(=O)O)c(C)c3cc12,-14,2%,i,-19%,3%,1%,0%,-24%,-2%
Cc1c(NC(=S)NC(=O)CC(C)C)c(=O)n(-c2ccccc2)n1C,-4,-4%,i,-7%,0%,9%,8%,-1%,-2%
CCOc1cc(C2C(C(=O)Nc3ccc(OC)cc3)=C(C)Nc3nc(SC)nn32)ccc1O (configuration not stated),nt,-16%,nt,3%,27%,nt,19%,4%,nt
CC(O)Cc1nsc(NC(=O)c2ccc(Br)o2)n1 (configuration not stated),-9,2%,i,-4%[57.5 µM],0%,0%,10%,21%,-6%
CCN(CC)C(=O)C1=C(C)N(Cc2ccc(C(C)(C)C)cc2)C(=O)C(CC(=O)NCCc2ccccn2)C1 (configuration not stated),-1,-1%,i,i,14%,5%,-9%,7%,12%
O=C(CSc1ncnc2nc[nH]c12)c1ccc([N+](=O)[O-])cc1,20,-2%,i,i,-7%,0%,16%,5%,3%

# Entries of single compounds, looked up by structure. Order of values: D3 antag | Abeta yeast res | pAkt inh | PTHR1 ag | TDP43 rescue | aSyn rescue | GLP1R inv ag | FUS suppressor | GLP1R ag
# `CCOc1cc(C2C(C(=O)Nc3ccc(OC)cc3)=C(C)Nc3nc(SC)nn32)ccc1O` (configuration not stated) in the list: nt | -16% | nt | 3% | 27% | nt | 19% | 4% | nt
# `CC(C)c1ccccc1NC(=O)CN1C(=O)c2cccc3cccc1c23` in the list: nt | 10% | nt | -27% | 25% | nt | -20% | -3% | -2%
# `CCN(CC)C(=O)C1=C(C)N(Cc2ccc(C(C)(C)C)cc2)C(=O)C(CC(=O)NCCc2ccccn2)C1` (configuration not stated) in the list: -1 | -1% | i | i | 14% | 5% | -9% | 7% | 12%

# Remaining list, next part.
SMILES,D3 antag,Abeta yeast res,pAkt inh,PTHR1 ag,TDP43 rescue,aSyn rescue,GLP1R inv ag,FUS suppressor,GLP1R ag
O=C(N/N=C/c1ccc(N2CCOCC2)o1)c1ccccc1[N+](=O)[O-],-5,-3%,i,-13%,-16%,-4%,4%,25%,-5%
Cc1ccc(NC(=O)C2C3C=CC(O3)C2C(=O)O)cc1C (configuration not stated),3,1%,i,-9%,nt,4%,16%,12%,3%
CCN(CC)S(=O)(=O)c1cc(NC(=O)CCNC(=O)c2ccccc2Cl)ccc1C,-6,2%,i,-32%[inhibitor],13%,-8%,5%,-4%,0%
COc1ccc(NC(C)=O)cc1C#N,-17,-12%,i,i,0%,-8%,12%,-16%,2%
CCN(C(=O)COC(=O)C1CC1)c1c(N)n(Cc2ccccc2)c(=O)[nH]c1=O,-30,-1%,i,?,-1%,-5%,19%,9%,-7%
CCOc1ccc(-c2nnc(SCC(=O)Nc3cc(C)ccc3OC)o2)cc1,nt,-6%,nt,-2%,12%,nt,12%,25%,nt
